tuberculosis growth = growth inhibition of non-replicating M. tuberculosis (AID 488890); Mycobacterium tuberculosis non-replicating, growth inhibition; higher % means a stronger effect; inhibition, % at 25 µM; hits with a dose series show IC50 in µM; 320,000 compounds, 0.39% hits; in the data active = a potency from the dose series; inconclusive = inhibition mostly from about 82% at the one dose, without a potency; inactive = the rest, 99 in 100 with inhibition below about 76%;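 also: plate controls were DMSO cells for no effect and high antibiotic wells for full effect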
inhibitors of VEEV = inhibitors of VEEV TC-83 cytopathic effect, confirmation, Vero cells (AID 588727); 350,000 compounds, 0.13% hits; inhibition, % at 20 µM; hits with a dose series show IC50 in µM; Vero cells, VEEV TC-83 cytopathic effect inhibition; higher % means a stronger effect; in the data active = a potency from the dose series; inconclusive = inhibition mostly from about 14% at the one dose, without a potency; inactive = the rest, 99 in 100 with inhibition below about 12%; also: strong numbers were not always called active
PhoP GFP inhibition = Inhibition of PhoP regulon, Salmonella typhi GFP reporter cells, confirmation, 4 h (AID 1850). Salmonella Typhi PhoP-promoter GFP reporter, fluorescence, 4 h; higher % means a stronger effect. inhibition, % at 50 µM, or IC50 in µM where a hit was titrated. 310,000 compounds, 0.33% hits; in the data active = a potency from the dose series; inconclusive = inhibition mostly from about 25% at the one dose, without a potency; inactive = the rest, 99 in 100 with inhibition below about 19%;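 also: 0% = induced wells with vehicle and 100% = uninduced wells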
M. tuberculosis HTS = M. tuberculosis growth inhibition, HTS (AID 449762). M. tuberculosis H37Rv growth inhibition, 7H9 media; higher % means a stronger effect. inhibition, % at 25 µM; hits with a dose series show IC50 in µM. 330,000 compounds, 0.59% hits; in the data active = a potency from the dose series; inconclusive = inhibition above about 70% without an active follow-up result;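 also: bacterial growth assessed after seven days of incubation; strong numbers were not always called active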
influenza NS1A = H1N1 influenza NS1A inhibitors, functional cell based assay (AID 504329); NS1A functional cell-based assay, percent inhibition; higher % means a stronger effect; one-dose inhibition, % at 12.5 µM; IC50 in µM for titrated hits; 340,000 compounds, 0.3% hits; in the data active = a potency from the dose series; inconclusive = inhibition above about 27% without an active follow-up result; also: strong numbers were not always called active
inhibitors of VEEV 10K pilot screen = second read-out of inhibitors of VEEV, no call of its own (marks repeat the call); inhibition, %; measured here: 10K pilot screen inhibition
The depositor's hits bear a star; i = inactive; ? = inconclusive; . = no result given; & = joins results of further samples.

SMILES | tuberculosis growth | inhibitors of VEEV | PhoP GFP inhibition | M. tuberculosis HTS | influenza NS1A | others
O=C(Cn1ncc(Cl)c(Cl)c1=O)N1CCN(S(=O)(=O)c2ccc3ccccc3c2)CC1 | 76% | ? | 2% | 41% | -1%
COc1ccc(OC(=O)C2CC(=O)N(c3ccc(C)cc3)C2)cc1 (centres undefined) | 9.7µM* | 1.6% | 1% | -2% | 5%
CC1CCN(C(=O)Cn2nnc(-c3ccc(N)cc3)n2)CC1 | 17% | 0.3% | 4% | -4% | -6%
Cc1ccc(OCCn2cnc3c(N)ncnc32)cc1 | -13% | 6.9% | 9% | -2% | -7%
Cc1nccn1-c1ccc(C(F)(F)F)cc1NC=O | 8% | 0.7% | -2% | -1% | -6% | inhibitors of VEEV 10K pilot screen=1.3
O=C(NC1CCN(Cc2ccccc2)CC1)C1COc2ccccc2O1 (centres undefined) | -13% | 2.0% | 22% | -11% | 6% | inhibitors of VEEV 10K pilot screen=0.4
CCC(C)(C(=O)NC1CCCC1)N(C(=O)CC1NC(=O)NC1=O)c1ccc(C)cc1 (centres undefined) | -9% | 1.6% | 2% | -11% | -9%
O=C(OCC(=O)N1CCN(c2cccc(Cl)c2)CC1)c1ccco1 | 45% | 0.3% | . | -2% | -4%
COc1ccc(C)cc1NC(=O)CSc1nnc(-c2ccc(OC)c(OC)c2)n1N | 2% | 4.3% | 1% | -3% | -2%
Cc1cc(Nc2cccc(F)c2)nc(NCc2ccccc2)n1 | 56% | 4.9% | -1% | ? | 0%
O=[N+]([O-])c1cc(/C=N\O)ccc1Oc1ccc(F)cc1 | 49% | i | -2% | 3% | -7%
CCc1nnc(SCc2ccc(OC)c(Br)c2)n1N | -2% | 0.0% | -1% | -6% | 1%
CCOC(=O)C1(Cc2cccc(OC)c2)CCCN(Cc2ccc(NC(C)=O)cc2)C1 (centres undefined) | 20% | i | -5% | -1% | 3%
CCC(C)(C)NC(=O)C(c1ccc(OC)cc1)N(C(=O)CCC(=O)Nc1cc(C)on1)c1ccc(F)cc1 (centres undefined) | 3% | i | 5% | 5% | 8%
CC(C)c1nnc(NC(=O)COc2ccccc2[N+](=O)[O-])s1 | -7% | i | 0% | -3% | .
CN(C)CCCN(C(=O)CCc1ccccc1)c1nc2ccc(Br)cc2s1 | i | i | 69µM* | ? | 11%
CCCCn1nnnc1NCc1ccc(N2CCCC2)cc1 | 7% | 2.3% | -2% | -1% | 5%
CN(Cc1nccn1C)C(=O)C1CCC(=O)N(CCc2ccc(Cl)cc2)C1 (centres undefined) | -17% | 2.7% | -6% | -5% | 2%
NS(=O)(=O)c1cccc(NC(=O)COC(=O)Cc2ccc(Cl)cc2)c1 | -7% | 0.6% | -7% | 1% | -8%
COc1ccc(N2C(=O)C(=O)/C(=C(/O)c3ccc(C)cc3)C2c2cccnc2)cc1 (centres undefined) | 1% | 3.1% | -3% | 3% | -8%
CSCC[C@H](NC(=O)Cc1ccc(Cl)cc1)C(=O)N1CCC2(CC1)NCCc1[nH]cnc12 | 5% | i | 15% | 4% | 7%
COc1cc(/C=C2\SC(=O)NC2=O)ccc1OCC(=O)N1CCOCC1 | 4% | 0.9% | . | -5% | 1%
CS(=O)(=O)N1CCc2ccccc2C1 | 4% | 2.3% | 2% | -1% | -8%
CSc1ccccc1OCc1cc(C(=O)N2CCN(c3ncccn3)CC2)no1 | 9% | 7.6% | -7% | -7% | -4%

Quoted at random: 2 compounds from above.
SMILES | tuberculosis growth | inhibitors of VEEV | PhoP GFP inhibition | M. tuberculosis HTS | influenza NS1A | others
CN(Cc1nccn1C)C(=O)C1CCC(=O)N(CCc2ccc(Cl)cc2)C1 (centres undefined) | -17% | 2.7% | -6% | -5% | 2%
CC(C)c1nnc(NC(=O)COc2ccccc2[N+](=O)[O-])s1 | -7% | i | 0% | -3% | .

Next section
SMILES | tuberculosis growth | inhibitors of VEEV | PhoP GFP inhibition | M. tuberculosis HTS | influenza NS1A | others
Cc1ccc(C(=O)NCC(=O)OCC(=O)c2c(N)n(C)c(=O)n(C)c2=O)s1 | -3% | 2.8% | -4% | -5% | -3%
COc1ccc2ncc(OC(C)=O)cc2c1 | 56% | 2.5% | -12% | -16% | -3%
COc1ccccc1CC(=O)Nc1ccc(S(=O)(=O)N2CCN(C)CC2)cc1 | -5% | 2.0% | -8% | -9% | -7%
CCc1nn(CCCC(=O)NCc2ccc(OC(C)C)cc2)c(=O)c2cc3occc3n12 | 26% | 5.6% | 0% | 4% | 10%
Cc1cc(C(=O)NC(=S)Nc2cccc(NC(=O)C(C)C)c2)ccc1[N+](=O)[O-] | 37% | 4.0% | 3% | -3% | 1%
CCCCNC(=O)Cn1cnc2sc(C)c(S(=O)(=O)N3CCN(c4ncccn4)CC3)c2c1=O | -10% | 1.3% | -9% | 2% | -8%
C=CCn1c(=O)c(C(=O)Nc2ccc(C)cn2)c(O)c2ccccc21 | 24% | 3.2% | -7% | ? | 2%
CCC1=C(OC(=O)N(CC)CC)N2C(=O)OC(=NCCc3c[nH]c4ccccc34)[C@]2(Cc2ccccc2)[C@H]2C1=CC[C@H]1C(=O)N(CC(=O)OC)C(=O)[C@H]12 | 73% | i | -12% | 58% | 0% | inhibitors of VEEV 10K pilot screen=0.1
O=[N+]([O-])c1cccc(S(=O)(=O)c2ccc(NCCOCCO)c([N+](=O)[O-])c2)c1 | -4% | 1.1% | 7% | 6% | -4%
O=c1cc(CN2CCN(Cc3ccccc3)CC2)c2cc(Cl)ccc2o1 | . | 0.1% | . | . | -9%
COc1ccc(N(CC(=O)Nc2ccccc2F)S(=O)(=O)c2ccc(C)c([N+](=O)[O-])c2)cc1 | 0% | 5.3% | 0% | 0% | -2%
Cc1ccc(NC(=O)CN2C(=O)N/C(=C\c3cccnc3)C2=O)cc1 | -10% | 0.9% | 9% | 3% | -9%
COc1ccc(-c2c(NC(=O)CC(C)C)n(C)c3ccccc3c2=O)cc1OC | -10% | 1.0% | 14% | -3% | 1%
O=C(COC(=O)c1cccs1)Nc1ccccc1C(F)(F)F | 70% | 2.7% | 2% | -6% | -6%
CN1CCc2c(C#N)c(N3CCCCC3)nc(NCc3ccccc3)c2C1 | 57% | i | 6% | 9% | 9%
COc1ccc(N2C(=O)CC(N3CCN(S(=O)(=O)c4c(F)cccc4F)CC3)C2=O)cc1OC (centres undefined) | 3% | 4.5% | 3% | -7% | -3%
Cc1ccc(C(=O)NCCSc2ccc(Cl)cc2)cc1S(=O)(=O)Nc1ccccc1 | 26% | 1.5% | -5% | 32% | 9%
CN(C)/C=N/C1=C(C#N)C(c2ccc(Br)cc2)c2ccc3ccccc3c2O1 (centres undefined) | 65% | i | 3% | 9% | -15%
CCc1cc(=O)oc2cc(C)cc(OCC(=O)N3CCC(C(=O)O)(c4ccccc4)CC3)c12 | -13% | 0.2% | 5% | -6% | -1%
CCOc1cc(C)c(S(=O)(=O)Nc2ccc(Cl)cn2)cc1C | -3% | i | 0% | 5% | -28%
Cc1cccc(NC(=O)c2ccc(-c3ccccc3[N+](=O)[O-])o2)c1 | ? | 9.5% | 6% | ? | 8%
O/N=C1/CC/C(=N\O)c2nn(-c3ccccc3)nc21 | 4% | 4.4% | 7% | -6% | -3%
COc1ccc(CC(=O)N(C)CC(=O)Nc2ccccc2SC)cc1 | 4% | 0.6% | 13% | 5% | -9%
CCn1cc(C(=O)OC)c(=O)c2ccc(C)nc21 | -9% | 0.5% | -26% | 6% | -6%
O=C(O)c1ccc(CNCc2cccc(Oc3ccccc3)c2)cc1 | 0% | 1.4% | -10% | 2% | -2%
CCCC(=O)NC1CCc2cc(OC)c(OC)c(OC)c2-c2ccc(OC)c(=O)cc21 (centres undefined) | . | 10% | . | . | 2%
Cc1cc(=O)oc2cc(OCCSc3nnc(-c4ccccc4)o3)ccc12 | ? | 0.5% | -4% | 12% | 3%
Cc1cccc(C)c1NC(=O)CNC(=O)C1CCCN(C(=O)c2ccc(Cl)cc2)C1 (centres undefined) | 3% | i | . | 5% | -6%
CC(Oc1ccccc1F)C(=O)NNC(=O)c1ccc(F)c(S(=O)(=O)N2CCOCC2)c1 (centres undefined) | 18% | 3.0% | 17% | 12% | -10%
Cc1ccc(CN2CCN(Cc3c(C)nn(-c4ccc(F)cc4)c3C)CC2CCO)o1 (centres undefined) | 33% | 0.4% | 6% | -7% | -1%
CC(C)(COC(=O)C(c1ccccc1)c1ccccc1)CN1CCOCC1 | . | 0.6% | . | . | -2%
COc1ccc(C(=O)Nc2cccc(C(=O)N3CCCCC3)c2)cc1 | 16% | 1.2% | -1% | 1% | 2%
CC1(C)C2CCC1(C)C(OC(=O)c1ccccc1C(=O)O)C2 (centres undefined) | 26% | 1.7% | 6% | -11% | -14%
C=CCC[C@@H](Cc1ccc(F)cc1)C(=O)OC[C@@H](Cc1c[nH]c2ccccc12)NC(=O)[C@@H](CC=C)CC(=O)N[C@H](CO)Cc1ccccc1 | 11% | 0.8% | . | 5% | -6%
Cc1ccc(S(=O)(=O)N2CCCCC2)cc1NC(=O)c1cnccn1 | . | 4.1% | . | . | -4%
COc1ccc(C(=O)/C=C\c2ccc(NC(=O)c3cccs3)cc2)cc1 | 34% | 0.9% | -1% | -21% | 2%
O=C1CCC(=O)N1OCCCOc1ccccc1 | 4% | i | 0% | -20% | -3%
N=c1ccn2c(n1)O[C@H]1[C@H](O)[C@@H](CO)O[C@H]12 | -5% | i | 10% | 0% | 20%
O=C(NNC(=O)c1n[nH]c(=O)c2ccccc12)c1ccc(Br)cc1 | -11% | 0.7% | 2% | 11% | -10%
O=C(Cc1ccccc1[N+](=O)[O-])NC1CCN(Cc2ccccc2)CC1 | -14% | 0.7% | 0% | 5% | -18%
COc1ccc(NC(=O)C2CCCN(S(=O)(=O)c3ccccc3)C2)c(OC)c1 (centres undefined) | 2% | 6.6% | 0% | 4% | -7%
CC1CCC2C(=O)N(c3ccccc3OC(=O)c3ccccc3)C(=O)C2C1 (centres undefined) | 10% | 0.1% | -4% | 17% | -5%
COc1ccc(C(=O)NCC(O)COc2ccc(C(C)(C)C)cc2)cc1[N+](=O)[O-] (centres undefined) | 18% | . | -5% | 3% | .
CC(=O)Nc1ccc(NC(=O)C(C)OC(=O)C(C)SCC(=O)Nc2ccc(F)cc2)cc1 (centres undefined) | 17% | 1.1% | 3% | -3% | -2%
N#C/C(=N\O)c1nc(-c2ccccc2)cs1 | 33%&28% | 0.6% | -3%&-2% | 6%&-21% | 19%&-1%
Cc1ccccc1-n1ccnc1SCC(=O)O | 3% | i | -1% | -2% | -12%
CC1CCC(NC(=O)CCN2C(=O)C3CC=CCC3C2=O)CC1 (centres undefined) | -8% | 1.2% | . | -11% | -9%
CCCn1c(C)cc(/C=C(\C#N)C(=O)OCC(=O)Nc2cccc(OC)c2)c1C | -3% | 1.8% | 4% | -8% | -3%
Cc1cnc(C(=O)Nc2nc(-c3ccccc3)cs2)cn1 | ? | 3.0% | -9% | 66% | 4%
CC1CN(c2oc(-c3cccs3)nc2C#N)CC(C)O1 (centres undefined) | 13% | 1.1% | -7% | 9% | 3%
O=c1[nH]c(=O)n(Cc2ccccc2)c(O)c1/C=N/Nc1c(F)c(F)c(F)c(F)c1F | -1% | 0.8% | -1% | 1% | .
COc1ccc(C)cc1N(C(=O)c1ccccc1)c1nc2ccccc2s1 | 17% | 9.4% | 9% | 6% | 1%
CC(=O)N(CC(C)(C)CC=C(C)C)c1ccccc1 | 3% | . | 9% | 2% | .
Nc1cc(OCc2ccccc2)ccc1OCc1ccccc1 | . | 3.8% | . | . | -3%
CN1CCC2(CC1)NC(=O)NC2=O | -12% | 0.0% | -3% | -9% | -1%
CCOC(=O)C1=CN(Cc2ccco2)S(=O)(=O)N(C)C1c1ccc(C(F)(F)F)cc1 (centres undefined) | . | 0.7% | . | . | -3%

5 consecutive records out of the list so far, quoted:
SMILES | tuberculosis growth | inhibitors of VEEV | PhoP GFP inhibition | M. tuberculosis HTS | influenza NS1A | others
COc1ccc(C)cc1N(C(=O)c1ccccc1)c1nc2ccccc2s1 | 17% | 9.4% | 9% | 6% | 1%
CC(=O)N(CC(C)(C)CC=C(C)C)c1ccccc1 | 3% | . | 9% | 2% | .
Nc1cc(OCc2ccccc2)ccc1OCc1ccccc1 | . | 3.8% | . | . | -3%
CN1CCC2(CC1)NC(=O)NC2=O | -12% | 0.0% | -3% | -9% | -1%
CCOC(=O)C1=CN(Cc2ccco2)S(=O)(=O)N(C)C1c1ccc(C(F)(F)F)cc1 (centres undefined) | . | 0.7% | . | . | -3%

Bioassay records: PubChem BioAssay, Southern Research Specialized Biocontainment Screening Center
